Screening data (PubChem)
OX1R antag – OX1R (human) antagonism. OX1R-expressing cells, FRET antagonist read-out. hit rate 1.8% among 330,000. inhibition, % at 6.6 µM. O43613; in the data active = inhibition mostly above about 38%, no sharp cut-off; inactive = mostly below about 40%;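 note: 0% = agonist challenge alone and 100% = reference antagonist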
Target sequence (O43613 whole entry, looked up): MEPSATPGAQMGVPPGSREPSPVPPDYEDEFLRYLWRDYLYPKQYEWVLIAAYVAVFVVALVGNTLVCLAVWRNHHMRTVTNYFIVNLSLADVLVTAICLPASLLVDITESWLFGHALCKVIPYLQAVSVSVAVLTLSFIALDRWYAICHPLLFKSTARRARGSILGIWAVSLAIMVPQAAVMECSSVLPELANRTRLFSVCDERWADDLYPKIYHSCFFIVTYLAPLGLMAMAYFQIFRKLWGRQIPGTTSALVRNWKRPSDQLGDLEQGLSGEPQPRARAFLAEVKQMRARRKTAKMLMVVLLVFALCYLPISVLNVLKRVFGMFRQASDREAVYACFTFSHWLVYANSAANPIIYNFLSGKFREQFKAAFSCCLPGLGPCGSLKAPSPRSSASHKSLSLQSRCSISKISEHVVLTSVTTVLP
STK33 inh – blocks human STK33 kinase activity. Q9BYT3. purified STK33, MBP phosphorylation, ADP-Glo luminescence. inhibition, % at 10 µM. hit rate 0.073% among 320,000. AID 2661;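 active = inhibition at or above 25%, using the most active replicate where run in duplicate; inactive = inhibition below 25%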
Target sequence (Q9BYT3 whole entry, looked up): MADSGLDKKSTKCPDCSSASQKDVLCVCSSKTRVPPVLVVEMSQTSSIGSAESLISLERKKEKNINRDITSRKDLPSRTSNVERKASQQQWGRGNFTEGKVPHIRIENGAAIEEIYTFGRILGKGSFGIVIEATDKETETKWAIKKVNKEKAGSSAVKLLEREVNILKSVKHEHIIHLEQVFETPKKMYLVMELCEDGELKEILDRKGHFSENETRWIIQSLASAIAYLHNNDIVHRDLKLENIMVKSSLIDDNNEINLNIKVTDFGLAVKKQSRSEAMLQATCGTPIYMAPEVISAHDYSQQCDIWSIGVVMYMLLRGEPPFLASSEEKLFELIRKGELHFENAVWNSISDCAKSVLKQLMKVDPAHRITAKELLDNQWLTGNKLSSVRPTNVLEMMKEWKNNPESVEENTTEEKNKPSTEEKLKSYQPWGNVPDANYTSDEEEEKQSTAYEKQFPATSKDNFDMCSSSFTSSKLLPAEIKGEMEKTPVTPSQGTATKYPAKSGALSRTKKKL
* = called active by the depositor; . = no result given; & = joins results of further samples. Rows were taken by chance, and some 1.8% of all compounds hit somewhere here.

Every second line gives: OX1R antag, STK33 inh
COC(=O)C(NC(=O)CCC(=O)NC(C(=O)OC)c1ccccc1)c1ccccc1 (stereo unspecified)
  4.3, -1.6
Cc1ccc2[nH]c(=O)c(C(c3nnnn3CC3CCCO3)N3CCOCC3)cc2c1 (stereo unspecified)
  3.3, -2.0
COc1ccc(CNC(=O)Cn2c(=O)oc3ccccc32)cc1OC
  2.8, -1.7
CC(C)OC(=O)Cc1nc2sc(-c3ccccc3)cc2c(=O)[nH]1
  -10.1, -0.1
O=C(CCC(=O)OCC(=O)c1ccc(Cl)cc1)NC1CCCCC1
  4.4, -0.3
COc1ccc(CC(=O)NNC(=O)CCc2ccccc2)cc1OC
  6.2, -0.1
COCOc1cc(O)c2c(=O)c(OCOC)c(-c3ccc(OCOC)c(OCOC)c3)oc2c1
  3.2, -0.6
Cc1cc(/C=C2/C(=N)N3C(c4ccccc4)=CSC3=NC2=O)c(C)n1-c1ccccc1
  10.1, -1.4
N#Cc1cccc(NC(=O)CSc2sc3c(O)cc(=O)[nH]c3c2C#N)c1
  11.0, 1.8
CC(C(=O)NC(=O)NCc1ccccc1)N1C(=O)c2ccccc2C1=O (stereo unspecified)
  7.4, -0.4

(more compounds)
Every second line gives: OX1R antag, STK33 inh
CCOc1ccccc1C(=O)NCCCN1CCN(CCCNC(=O)c2ccccc2OCC)CC1
  11.4, -2.7
CC(C)(C)c1ccccc1OCC(=O)Nc1ccccc1C(=O)NCc1cccnc1
  28.5, -0.7
CC(=O)N(C)c1ccc(NC(=O)c2ccc([N+](=O)[O-])cc2Cl)cc1
  38.6, -2.1
Cc1ccc(S(=O)(=O)N2CCN(C(=O)COC(=O)COc3cccc4c3OC(C)(C)C4)CC2)cc1
  30.9, 0.0
O=C1C=C(c2cccc3c2oc2ccccc23)C[C@@H](c2ccc(F)cc2)C1
  8.8, 0.9
O=C(Nc1cccn2ncnc12)C(Cl)Cl
  15.1, 4.3
Cc1ccc(NC(=O)C[n+]2ccccc2)cc1C
  14.0, -1.3
COC(=O)/C(C#N)=C/N(C)C
  10.7, -0.6
COc1cc2ccccc2cc1C(=O)Nc1ccc(CN2CCOCC2)cc1
  13.6, 0.0
O/N=C(\CN1CCCCC1)c1ccccc1
  7.9, -1.2

Following part:
Every second line gives: OX1R antag, STK33 inh
Nc1nc(OCc2ccccc2)c2[nH]cnc2n1
  15.0, 13.7
Cc1ccc(S(=O)(=O)NCC2CCC(C(=O)NCc3ccccn3)CC2)cc1 (stereo unspecified)
  8.3, -1.6
COC(=O)c1ccc(CSc2nnnn2C)o1
  5.7, 0.4
Cn1c(/C(C#N)=C(\O)CN2CCN(Cc3ccccc3)CC2)nc2ccccc21
  6.6, 0.6
NS(=O)(=O)c1ccc(CCNc2nc(CN3CCCCC3)nc3sc4c(c23)CCC4)cc1
  21.5, -1.1
Cc1ccc(/C=C(\C#N)C(=O)Nc2cccc(C)n2)cc1
  -10.6, -0.9
O=C(OCn1nnc2ccccc2c1=O)c1ccc(O)cc1
  5.2, -0.4
Cc1ccc(-c2[nH]nc3c2C(C)C(C#N)=C(N)O3)cc1 (stereo unspecified)
  9.0, 2.8
C/C(=N\Nc1ccc([N+](=O)[O-])cc1)c1ccc(C#N)cc1
  17.9, -0.9
c1ccc2[nH]c(CCCc3nc4ccccc4[nH]3)nc2c1
  6.4, -0.7

Other records
Every second line gives: OX1R antag, STK33 inh
Cc1csc2nc(CN3CCN(CC(=O)N(C)C)CC3)cc(=O)n12
  9.2, -1.3
CC1(C)C/C(=N\NC(=S)Nc2ccccc2F)c2cc(O)ccc2O1
  3.0, 0.7
CC1(C)CC(=O)C(CC(=O)Nc2ccc(S(N)(=O)=O)cc2)=C(O)C1
  2.7, -2.2
COc1ccc(C(=O)c2cn[nH]c2-c2cc(C)ccc2O)cc1
  6.2, 1.6
O=C(Nc1cccc2cccnc12)c1ccccc1Cl
  3.9, -1.7
CCOc1ccc(-c2nc(CSCC(=O)N3CCN(C(=O)c4ccco4)CC3)c(C)o2)cc1
  6.0, 1.3
CCN(CC)CCCN(Cc1cc2cc3c(cc2[nH]c1=O)OCO3)C(=S)NCc1ccco1
  38.5, -0.1
COc1ccc(CNC(=O)CN2C(=O)COc3ccc(S(=O)(=O)NC4CCCC4)cc32)cc1
  13.5, -0.9
O=C(Nc1cccc(Cl)c1)Nc1nccs1
  18.5, 4.2
CN(C(=O)c1ccc(F)cc1)c1ccccc1C(=O)NCc1ccccc1
  12.5, -0.4

Further records follow.
Every second line gives: OX1R antag, STK33 inh
CCCNC(=O)COC(=O)/C(C#N)=C/c1cc(C)n(CCC)c1C
  27.6, 0.2
Cc1ccc(NC(=O)NCC2CCN(Cc3cc(C)ccc3Cl)CC2)c(C)c1
  6.4, 0.4
CN(C)C(CNC(=O)CCOc1ccccc1)c1ccco1 (stereo unspecified)
  14.4, -0.4
CNC(=O)COC(=O)c1cccnc1SC
  15.0, -0.2
COc1cccc(-c2cc(C(=O)NCCCN3CCOCC3)no2)c1
  25.8, -0.5
O=C(NCc1ccccc1Cl)C1CCN(c2ncnc3c2nc2n3CCCCC2)CC1
  14.6, -1.5
Cc1cc(C=O)c(C)n1-c1cc(C(F)(F)F)ccc1N1CCOCC1
  15.2, -0.3
COc1ccccc1CNC(=O)C1CCC1
  15.3, -0.6
COc1ccc2c(c1)c1ncn(CCN3CCCC3)c(=O)c1n2C
  12.4, 2.0
COc1ccc(C(=O)NCCS(=O)(=O)NCc2ccccc2)cc1
  -1.9, .

Later entries.
Every second line gives: OX1R antag, STK33 inh
CCc1nc(C#N)c(N2CCCCC2)o1
  5.6, -1.9
O=c1cc(-c2ccccc2Cl)oc2c(NS(=O)(=O)c3cc(Cl)cc(Cl)c3O)ccc(O)c12
  70.4*, -0.2
CC(C)NC(=O)Nc1ccc2c(c1)C(=O)N([C@H](C)CO)C[C@H](C)[C@@H](CN(C)C(=O)Nc1ccc(C(F)(F)F)cc1)O2
  1.8, -1.3
N#CCC(=O)N/N=C/c1ccc(OCC(=O)Nc2ccc(F)cc2)cc1
  8.8, -0.3
CCC(C)NC(=O)Cn1ccc2cc(S(=O)(=O)N3CCCCCC3)ccc21 (stereo unspecified)
  18.3, -1.0
COCCn1nnnc1C(c1cccc(OC)c1OC)N1CCN(C2CCCCC2)CC1 (stereo unspecified)
  13.4, 0.1
Cn1cccc1Cc1nnc(SCC(=O)NC2CCCCC2)n1-c1ccc(F)cc1
  14.2, -4.1
COc1ccc(NC(=O)CSc2nccn2Cc2ccc(F)cc2)c(OC)c1
  25.8, -1.3
CCOP(=O)(OCC)C(Nc1ccccc1)c1ccccc1C(F)(F)F (stereo unspecified)
  10.7, -0.8
CC(=O)c1cccc(NC(=O)N2C3CCC2CC(O)(c2cccnc2)C3)c1 (stereo unspecified)
  12.7, -0.6

Further records follow:
Every second line gives: OX1R antag, STK33 inh
CCOC(=O)c1[nH]c2ccc(F)cc2c1NC(=O)C1=COCCO1
  23.1, 1.4
COc1ccc(OCC2CNC(=O)O2)cc1 (stereo unspecified)
  13.4, -0.9
COC(=O)c1[nH]c2cccc(OC)c2c1NC(=O)CN1CC2(C)CC1CC(C)(C)C2 (stereo unspecified)
  19.0, 0.5
COc1cccc(C(O)Cc2nc3ccccc3n2C)c1OC (stereo unspecified)
  22.5, 0.4
C#Cc1ccc([C@@H]2C=C(C(=O)OCC=C)O[C@H](OCC)[C@H]2CCCO)cc1
  15.5, -0.2
O=C(NC1CC1)c1ccc(N2CCCCC2)c([N+](=O)[O-])c1
  22.9, 0.2
CC(=O)NC(Cc1cccc(F)c1)C(=O)NC1CCN(C(=O)c2cccc(C)c2)CC1 (stereo unspecified)
  7.6, -1.0
Cc1noc(C)c1COc1ccc(C(=O)NNC(=O)c2ccccc2)cc1
  4.3, -1.9
CC1CCCCN1S(=O)(=O)c1ccc(C(=O)Nc2sccc2C(N)=O)cc1 (stereo unspecified)
  9.6, -0.6
NS(=O)(=O)c1ccc(N=Cc2c(O)c3ccccc3oc2=O)cc1
  77.3*, -0.6

Later entries.
Every second line gives: OX1R antag, STK33 inh
Cc1cc(-c2ccccc2)nc(Oc2cccc(C(F)(F)F)c2)c1S(C)(=O)=O
  9.4, -1.1
CCn1nc(C)c(CN2CCC(n3nccc3NC(=O)c3ccc4c(c3)OCO4)CC2)c1C
  38.3, -0.7
O=C(/C=C/c1cccc(F)c1)N1CCN(c2ncccn2)CC1
  24.6, -0.3
CN1C(=O)CC(N2CCN(CCN=CC3=C(O)CC(C)(C)CC3=O)CC2)C1=O (stereo unspecified)
  6.3, 0.9
Cc1ccc(N2CCN(/N=C/c3ccccc3)CC2)cc1
  14.5, 1.9
N#Cc1ccc(N=c2ssnc2Cl)cc1
  0.3&7.6, -1.1&-3.1
CS(=O)(=O)N(CCC#N)Cc1ccc(/C=C2\C(=O)Nc3ccccc32)o1
  15.0, 11.0
Cc1ccc(Cn2ccc(NC(=O)c3cc(C4CC4)on3)n2)cc1
  2.2, -1.0
CCCCN(CCCC)S(=O)(=O)c1ccc(SCC(=O)OCC)c([N+](=O)[O-])c1
  21.7, -0.5
Cc1ccc(OCCc2csc(N)n2)cc1
  15.9, -0.6

(more compounds)
Every second line gives: OX1R antag, STK33 inh
CCOC(=O)N1CCN(C(=O)c2ccc(Cn3c(=S)[nH]c4cc(OCC)c(OCC)cc4c3=O)cc2)CC1
  8.5, -0.3
NC(=O)C1(NC(=O)[C@@H]2CC3(CC(c4cccc(NC(=O)[C@@H]5CCC(=O)N5)c4)=NO3)CN2C(=O)c2cnccn2)CC1 (stereo partly specified)
  10.4, -0.2
Cc1[nH]c2c(Cl)cccc2c1CCNC(=O)C1CCCCC1C(=O)OCC(F)(F)F (stereo unspecified)
  19.4, .
COc1ccc(NC(=O)CN(C)C(=O)Cc2c(C)nc3ccccc3c2C)cc1
  23.0, -1.2
Cc1ccc(S(=O)(=O)N(C)C)cc1NC(=O)COC(=O)/C(=C/c1ccc(F)cc1)c1cccs1
  14.4, -1.1
CC1CCN(CC(=O)Nc2ccccc2-c2ccccc2)CC1
  -0.1, -0.4
COc1ccc(CC(=O)Nc2ccccc2Oc2ccccc2)cc1
  16.7, 0.2
COc1ccc(NC(=O)NC(C(F)(F)F)C(F)(F)F)cc1
  25.8, 1.2
O=C1CCC/C(=N\NC(=O)NC2CCCCC2)C1
  -10.9, 5.9
CC(C)CC1NC(=O)N(CC(=O)c2ccc3c(c2)OCCO3)C1=O (stereo unspecified)
  13.6, -0.4

Continued.
Every second line gives: OX1R antag, STK33 inh
Cc1[nH]c2ccccc2c1C(=O)CN1CCCC(C)C1 (stereo unspecified)
  7.2, -2.1
O=C(Nc1cnc2ccccc2c1)c1cccc(-n2cnnn2)c1
  7.4, 3.4
OC(COc1ccc2c(c1)OCO2)CN1CCCC1 (stereo unspecified)
  8.7, 2.9
O=C(NCc1cccc(Cl)c1)c1ccc(S(=O)(=O)Nc2cccc(C(F)(F)F)c2)cc1
  -3.6, -2.1
CCn1c(Cc2ccccc2)nnc1SCC(=O)NC1CC1
  19.4, -0.6
Cc1cccc(C)c1N(CC(=O)NCc1ccc(F)cc1)C(=O)c1csnn1
  19.3, -0.5
CC(C)OC(=O)NCN1C(=O)C2C3C=CC(C3)C2C1=O (stereo unspecified)
  -5.5, 0.4
CC(C(=O)Nc1ccc(Cl)cc1Cl)N1C(=O)NC2(CCCCCCC2)C1=O (stereo unspecified)
  2.0, 0.5
COc1ccc(N2CCN(C(=O)CSc3nc4nc(C)cc(C)n4n3)CC2)cc1
  4.0, -0.9
CCOc1ccc(N2C(=O)CC(Sc3ccccc3C(=O)O)C2=O)c([N+](=O)[O-])c1 (stereo unspecified)
  39.9, -1.9

(cont.)
Every second line gives: OX1R antag, STK33 inh
O=C(NC(=S)N1CCCC1)c1ccc(Cl)cc1Cl
  25.8, -1.0
O=C(N/N=C/c1ccccn1)c1cccc(NC(=O)c2ccc(Cl)cc2)c1
  11.8, -1.4
COc1cccc(OC)c1C(=O)Nc1ccc(N2CCN(C(=O)c3ccco3)CC2)cc1
  9.8, -0.1
COc1ccc(Cn2c(-c3ccc(C)cc3)c[n+]3ccccc23)cc1
  11.1, -1.1
COc1ccc(NC(=O)N2CCc3ccccc32)cc1
  22.3, 6.3
O=C1C(=O)N(c2ccc(O)cc2)C(c2ccccc2[N+](=O)[O-])/C1=C(\O)c1ccccc1 (stereo unspecified)
  26.7, -1.4
CCC(C)c1ccc(OCC(=O)O)cc1 (stereo unspecified)
  24.0, -3.8
O=C(/C(=C/c1cccnc1)n1ccnc1)c1ccc(Cl)cc1Cl
  9.3, -0.2
Cc1cc(S(=O)(=O)N2CCCCC2)ccc1OCC(=O)Nc1ccccc1
  11.4, 2.7
CCC[C@@H](CN[C@@H](CNC)[C@H](C)CC)NCC1CCC(C(C)(C)C)CC1 (stereo partly specified)
  23.4, -1.0

Additional structures follow:
Every second line gives: OX1R antag, STK33 inh
Cc1cc(C)n(-c2nc(Nc3ccccc3C(F)(F)F)nc(-n3nc(C)cc3C)n2)n1
  59.7, -0.6
CC1=C(N2CCN(c3ncccn3)CC2)CCC1=O
  4.5, -0.2
COC(=O)c1nnn(Cc2ccccc2)c1N
  19.1, -0.8
COc1ccc(NS(=O)(=O)c2c(C(=O)N3CCCCCC3)c(C)n(C)c2C)cc1OC
  5.0, 6.0
CCn1c(CSCc2ccc(F)cc2)nnc1SCC(=O)NCc1ccccc1
  10.4, 0.4
CCN1CCN(S(=O)(=O)c2cccs2)CC1
  2.5, -0.6
CC(C)[C@H](NC(=O)c1ccco1)C(=O)OCC(=O)c1ccc2c(c1)NC(=O)CO2
  4.7, 0.3
CC(=O)N(C1CC(C)C(C#N)(C#N)C1(C#N)C#N)N(C)C (stereo unspecified)
  2.5, -0.4
